Bioassay records as filed in PubChem.
GLD-1 TGE inh: GLD-1/TGE RNA complex disruptors, primary screen, biochemical, fluorescence polarization; Female germline-specific tumor suppressor gld-1 (Caenorhabditis elegans), Q17339; AID 2280, 2010; 320,000 compounds, 0.44% hits; inhibition, % at 5.96 µM; purified GLD-1 + fluorescein TGE RNA;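 active means percent inhibition above a per-plate cutoff, the plate mean of test compounds plus 3 SD, cut at about 30% in these data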;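 further: 0% = DMSO wells with GLD-1 and probe and 100% = wells lacking GLD-1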
Efflux pump inh: inhibitors of Candida efflux pumps in yeast, primary screen, S. cerevisiae, Nile Red, multiplex | S. cerevisiae Candida pump triplex | inhibition, % at 10 µM | 330,000 compounds, 0.44% hits;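 active means plate passing quality check with inhibition over a set limit, or well fluorescence over plate mean plus 4 SD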;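 further: Nile Red retained in pooled yeast measured as flow cytometry median fluorescence; 0% = buffer negative control and 100% = Enniatin B positive control; higher means more Nile Red kept so more efflux inhibition; some compounds called inactive have numbers as strong as hits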
Bcl-xL primary: inhibitors of human Bcl-xL, primary screen, biochemical, fluorescence polarization, HTS. 320,000 compounds, 0.7% hits. inhibition, % at 10.9 µM. GST-Bcl-xL / FITC-Bim BH3 peptide fluorescence polarization;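 active means inhibition above the mean of all tested compounds plus 3 SD, cutoff set per campaign, cut at about 30% in these data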;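 further: 0% = DMSO wells and 100% = unlabeled Bim-BH3 peptide competitor; inhibitors lower millipolarization by displacing the labeled peptide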
Target sequence (Q07817 whole entry, looked up): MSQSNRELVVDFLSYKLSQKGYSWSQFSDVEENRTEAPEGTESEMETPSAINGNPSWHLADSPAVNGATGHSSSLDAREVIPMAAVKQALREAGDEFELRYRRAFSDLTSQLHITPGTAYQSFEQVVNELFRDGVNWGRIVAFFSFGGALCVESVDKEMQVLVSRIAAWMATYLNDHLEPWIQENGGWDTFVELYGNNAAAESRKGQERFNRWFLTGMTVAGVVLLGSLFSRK
PME-1 inh: PME-1 inhibitors via competitive probe labeling, primary screen, biochemical, fluorescence polarization, FP-Rh probe, HTS. recombinant PME-1. inhibition, % at 5.9 µM. 320,000 compounds, 0.53% hits. AID 2130, 2009;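 active means inhibition above the campaign mean of all compounds plus 3 SD, cut at about 26% in these data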;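 further: competitive labeling of PME-1 active site by serine hydrolase directed probe; 0% = PME-1 with DMSO and 100% = wells lacking PME-1 enzyme; inhibitors block probe labeling so polarization falls and inhibition rises; many of its hits are not listed in these tables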
VLA-4 inh: inhibition in human VLA-4 binding assay, primary screen, VLA-4 allosteric modulator project, MLPCN library, flow cytometry, VLA-4 expressing cells; Integrin alpha-4 (Homo sapiens), P13612; ligand binding flow cytometry; inhibition, % (about 7 µM as worked out from the volumes in the protocol); 330,000 compounds, 0.2% hits; in the data active means inhibition above about 50%
MCL1-BIM inh: inhibitors of MCL1 binding to BIM-BH3, primary screen, biochemical, fluorescence polarization; Induced myeloid leukemia cell differentiation protein Mcl-1 (Homo sapiens), Q07820; GST-MCL1 / FITC-Bim-BH3 fluorescence polarization; inhibition, % at 10.9 µM; 320,000 compounds, 0.68% hits; AID 2057, 2009;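 active means inhibition above the mean inhibition of all tested compounds plus 3 SD, set per campaign, cut at about 40% in these data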;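 further: 0% = DMSO wells and 100% = unlabeled Bim-BH3 peptide control; higher means more loss of mP so more displacement of Bim peptide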
Fam108B inh: mouse Fam108B serine hydrolase inhibitors, primary screen, counter-screen for RBBP9 inhibitor project, biochemical, fluorescence polarization. inhibition, % at 9.51 µM. recombinant Fam108B, FP-Rh probe fluorescence polarization. 300,000 compounds, 0.33% hits. AID 1947, 2009;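 active means inhibition above the screen mean inhibition plus 3 SD, computed separately per campaign, cut at about 18% in these data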;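 further: inhibitors lower polarization as less probe binds the enzyme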
MEX-5 binding: MEX-5 zinc finger RNA-binding disruptors – biochemical, C. elegans, fluorescence polarization, MLPCN library, primary screen | Zinc finger protein mex-5 (Caenorhabditis elegans), Q9XUB2 | MEX-5/FITC-TCR2 RNA binding; hits give low values | activity score (negative = inhibition of binding), % at 10 µM | 300,000 compounds, 0.38% hits | AID 1832, 2009;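 active means inhibition past about -25% in most replicates, and total fluorescence under double the plate's negative control median, limit read from the data; inconclusive means replicates evenly split on the limit, or fluorescence at least double controls; inactive means too little inhibition in most replicates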;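 further: 0% = DMSO and -100% = 5 µM competing unlabeled TCR2 RNA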
GRK2 aptamer HTS: compounds blocking aptamer binding on GRK2 – biochemical, human GRK2, bead flow cytometry, HTS, primary screen; FAM-aptamer displacement from GRK2; 330,000 compounds, 0.59% hits; inhibition of aptamer binding, % at 10 µM;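 active means inhibition of aptamer binding above 40%, roughly 3 SD of noise, on plates passing a quality check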;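 further: median bead fluorescence of bound FAM aptamer so fluorescent compounds give negative values; no value below 0 was filed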
Target sequence (P25098 whole entry, looked up): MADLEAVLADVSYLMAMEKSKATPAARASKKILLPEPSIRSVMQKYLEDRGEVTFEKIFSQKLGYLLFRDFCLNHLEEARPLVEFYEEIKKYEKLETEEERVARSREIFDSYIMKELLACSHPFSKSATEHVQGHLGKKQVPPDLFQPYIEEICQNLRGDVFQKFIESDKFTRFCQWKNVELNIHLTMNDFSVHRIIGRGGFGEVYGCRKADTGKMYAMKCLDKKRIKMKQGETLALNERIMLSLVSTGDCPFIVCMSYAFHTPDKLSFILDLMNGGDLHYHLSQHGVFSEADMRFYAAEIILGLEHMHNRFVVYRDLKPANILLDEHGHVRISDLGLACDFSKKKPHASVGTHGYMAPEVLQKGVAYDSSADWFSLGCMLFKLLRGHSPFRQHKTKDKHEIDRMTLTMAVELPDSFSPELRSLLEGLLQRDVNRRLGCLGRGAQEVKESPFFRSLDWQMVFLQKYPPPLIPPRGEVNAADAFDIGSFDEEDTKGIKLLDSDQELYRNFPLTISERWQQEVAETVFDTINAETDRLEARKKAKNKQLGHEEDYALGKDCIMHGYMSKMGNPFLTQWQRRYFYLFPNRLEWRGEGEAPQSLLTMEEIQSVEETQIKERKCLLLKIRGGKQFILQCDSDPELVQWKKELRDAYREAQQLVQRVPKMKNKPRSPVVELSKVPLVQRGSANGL
The depositor's hits bear a star; i = inactive; ? = inconclusive; · = no result given.

molecule	GLD-1 TGE inh	Efflux pump inh	Bcl-xL primary	PME-1 inh	VLA-4 inh	MCL1-BIM inh	Fam108B inh	MEX-5 binding	GRK2 aptamer HTS
CCn1c(SCC(=O)Nc2nncs2)nnc1C(C)NC(=O)c1ccccc1Br (stereo not given)	5	-0.1	-2	-5	1	-14	2	-3.2	1
CCOC(=O)N1CCN(C(=O)c2ccc(NS(=O)(=O)c3ccc(F)cc3)cc2)CC1	-4	0.0	4	-5	3	-7	2	1.5	0
COc1cccc(/C=C/C(=O)OCC(=O)NCCNC(=O)COC(=O)/C=C/c2cccc(OC)c2)c1	3	0.1	-8	-3	15	-17	·	·	0
Cc1ccc(-c2nc(CSCC(=O)N3CCN(c4ccccn4)CC3)c(C)o2)cc1	-2	0.1	2	3	-4	0	-2	-1.3	3
CCCc1ccc(Oc2coc3cc(OCC(=O)Nc4ccccc4C)ccc3c2=O)cc1	6	0.1	-4	-5	6	-5	-6	3.3	1
COc1cccc(C(=O)N2CCN(Cc3nc(CC4CC4)no3)CC2)c1	-7	0.0	-2	4	-1	0	-8	0.0	2
C(=C\c1ccco1)/c1ccc2ccccc2n1	5	-0.1	15	-2	0	18	0	2.3	5
O=c1c2cc(NC(=S)NCc3cccnc3)ccc2nc2n1CCCCC2	6	0.1	4	2	15	1	-5	-2.3	1
Cc1cc(NC(=O)CN2CCOCC2)n(-c2nc3ccccc3s2)n1	-4	0.0	-4	1	21	6	0	0.9	0
COc1cc2cc(CCOC(=O)CCCC(=O)O)oc(=O)c2cc1OC	-7	-0.2	2	2	0	-2	·	·	2
CC(=O)c1cccc(NC(=O)CN2CCc3cc4c(cc3C2)OCCCO4)c1	7	0.4	0	1	-1	3	0	-4.3	0
CC1CCN(S(=O)(=O)c2ccc3ncn(CC(=O)N(C)Cc4ccccc4)c(=O)c3c2)CC1	-3	-0.2	-1	3	-2	0	4	-2.5	0
COc1ccc(S(=O)(=O)NCC2CCC(C(=O)NCc3ccco3)CC2)cc1 (stereo not given)	1	0.1	-3	4	10	-2	13	0.2	2
CCOC(=O)C(C(=O)Nc1nccs1)C1CCCCC1 (stereo not given)	-2	0.0	0	0	8	4	4	1.4	4
O=C(CCN1C(=O)c2ccccc2C1=O)C1=NN[C@@H]2C(=O)N(c3ccc4c(c3)OCO4)C(=O)[C@H]12	-1	-0.1	3	-4	10	-3	1	-0.3	0
Nc1nc2nonc2nc1N1CCCCC1	9	0.0	34*	0	12	25	0	-4.0	2
CCN(CC)S(=O)(=O)c1cccc(NC(=O)CN(C)Cc2cccc(OC)c2)c1	-8	-0.1	4	2	4	4	5	-2.2	0
Cc1nc(NC(=O)c2ccco2)sc1-c1csc(Nc2ccc(Cl)cc2Cl)n1	-8	0.1	2	8	7	1	-2	0.3	4
CC(=O)c1cc(N2CCC(C(=O)O)CC2)ccc1[N+](=O)[O-]	0	-0.3	3	-9	6	-7	3	0.5	0
O=C(CNC(=O)c1ccccc1)NCCc1nc2ccccc2[nH]1	3	0.0	4	3	-6	-4	5	0.6	0
CCn1nc([N+](=O)[O-])c2c(-c3nc4ccccc4o3)c(N)n(CCCOC)c2c1=O	8	0.1	4	-1	-1	34	-2	1.4	0
CCOC(=O)c1c(CN(CC)CC)oc2cc(Br)c(O)cc12	6	0.0	0	-3	-10	1	-2	-4.3	0
Cc1cccc(N=C2NC(=O)CS2)c1	1	0.1	10	-2	0	5	-1	?	2
CCc1ccc(N2CC(O)=C(c3nc4ccccc4c(=O)[nH]3)C2=N)cc1	7	0.3	1	-74	7	-6	-1	0.3	0
CC(C)CCNC(=O)c1c[nH]c2ccc(S(=O)(=O)N3CCC4(CC3)OCCO4)cc2c1=O	-2	-0.1	-5	3	-6	-16	0	-0.6	0
NC(=O)c1ccc(Oc2ccc(Cl)c3ccccc23)c([N+](=O)[O-])c1	8	0.0	1	9	2	-4	10	-0.4	1
Cc1nn(-c2ccccc2C(=O)O)c(=O)c2ccccc12	2	-0.1	3	-7	5	10	-2	-1.9	0
COc1ccc(CCNC(=O)c2cc(-c3ccc(C)cc3O)n[nH]2)cc1OC	-2	0.2	0	-2	-2	6	-4	1.3	0
Cc1ccc(F)cc1NC(=O)N1CCCN(c2ccc(C(F)(F)F)cn2)CC1	-1	0.1	7	-2	6	4	-4	0.3	0
CC(O)(CC(=O)O)CC(=O)O	1	-0.2	2	0	17	1	2	-1.4	0
O=C(NCc1ccccc1)C1(C(F)(F)F)C/C(=C\CCO)CCCO1 (stereo not given)	-5	0.0	0	0	-7	-3	-3	2.3	4
CCOC(=O)Cn1c(C(=O)OCC)cc2sccc21	3	0.1	2	-1	6	-2	3	-0.7	1
CCC1Oc2ccccc2N(CC(=O)NCCCN2CCN(CC)CC2)C1=O (stereo not given)	5	0.1	7	5	5	10	6	-1.5	0
Cc1nc2ccc(S(=O)(=O)NC(C(=O)NCc3ccco3)C(C)C)cc2s1 (stereo not given)	-2	-0.1	2	-7	36	-1	-2	-4.4	0
O=C(Nc1ccc(Cl)cc1Cl)Nn1cnnc1	0	0.1	3	1	6	5	0	-0.2	3
Cc1cccc(C(=O)Nc2scc(-c3ccc(Br)cc3)c2C(=O)O)c1	6	0.0	2	1	0	4	-2	-0.2	4
COC(=O)c1sc(S(=O)(=O)N2CCN(c3ccccc3)CC2)c(C(=O)OC)c1C	6	0.1	1	-6	1	4	0	-0.8	0
Cc1cc(C)cc(C(=O)OCC(=O)Nc2cccc(S(=O)(=O)NC3=NCCCCC3)c2)c1	-3	-0.1	-4	-8	2	-27	-1	0.4	0
COc1cccc2cc(-c3nnc(SCC(=O)Nc4nc(C)cs4)n3C)oc12	-2	0.3	-4	2	-12	-2	-2	-3.9	0
O=C(NCc1cccc(F)c1)C1CCN(C(=O)c2sccc2-n2cccc2)CC1	7	0.0	3	-1	7	2	2	-0.1	0
CN(C)C(=O)C1OC(C)(C)OC1C(=O)N(C)C (stereo not given)	1	-0.1	9	3	-2	6	0	1.5	4
Cc1cc(NC(=O)COC(=O)c2ccc(S(=O)(=O)N3CCCc4ccccc43)cc2)no1	3	-0.2	4	-4	1	-2	1	1.3	4
CCc1cc(=O)oc2c(C)c(OCC(=O)NCCCN3CCCC3=O)ccc12	-6	0.1	1	6	11	-9	0	1.2	2
Cc1sc2ncnc(OCC(=O)N3CC(=O)Nc4ccccc43)c2c1C	0	0.0	-1	7	-8	3	6	·	0
C=CCNc1nc(Cl)nc(Nc2ccc(OC)cc2)n1	1	0.1	3	4	-116	5	0	0.5	0
COc1ccc(N2C(=O)CC(NCCNc3ccc([N+](=O)[O-])cn3)C2=O)cc1 (stereo not given)	-2	-0.1	4	6	19	4	3	-2.6	2
Clc1ccc2oc(-c3cccnc3NCc3ccccc3)nc2c1	2	0.1	6	0	0	7	-4	0.0	7
O=S(=O)(c1ccccc1)N(CC(O)CN1CCCCC1)c1ccccc1 (stereo not given)	4	0.0	0	-1	2	1	-1	1.9	0
O=C(O)C(c1ccccc1)N1CCCC1 (stereo not given)	8	0.0	9	0	3	6	0	1.8	0
Cn1c2ccccc2c(=O)c2c(=O)n(C3CCCCC3)c(-c3cccs3)nc21	-2	0.1	13	-2	-2	8	-1	-0.4	5

Additional results
molecule	GLD-1 TGE inh	Efflux pump inh	Bcl-xL primary	PME-1 inh	VLA-4 inh	MCL1-BIM inh	Fam108B inh	MEX-5 binding	GRK2 aptamer HTS
CC1CCN(CCNC(=O)CCS(=O)(=O)c2ccc(Br)cc2)CC1	1	0.1	8	2	10	4	0	·	0
CCOC(=O)C1=C(C)OC2(O)c3ccccc3C(=O)C12O (stereo not given)	1	0.0	1	1	-5	0	2	3.6	2
O=C(C1CCCN(S(=O)(=O)c2cccc3nonc23)C1)N1CCN(c2cccc(Cl)c2)CC1 (stereo not given)	5	-0.2	8	5	-13	5	2	1.0	0
CSc1ccc(CNC(=O)C2Cc3cc(S(=O)(=O)N4CCCCC4)ccc3N2C(C)=O)cc1 (stereo not given)	-1	-0.1	6	6	20	5	0	1.5	0
O=S(=O)(/N=C(/Nc1ccccn1)c1ccccc1)c1ccc(F)cc1	-3	-0.1	6	3	9	1	0	-0.3	0
CCN(CC)CCNc1nc(-c2ccc(OC)cc2)c(-c2ccc(OC)cc2)s1	4	-0.1	4	-2	4	7	5	-1.7	0
CCOC(=O)c1c(NC(=O)C2=C(C)NC(=S)NC2c2ccc(CC)cc2)sc(C)c1C (stereo not given)	-5	-0.3	-5	-17	-10	-3	-8	0.2	0
O=C(NCCOc1ccc(F)cc1)C1CCC(=O)N(CCCN2CCCC2=O)C1 (stereo not given)	-1	0.2	-1	5	13	-6	3	-3.6	3
O=C(CN1C(=O)NC(Cc2c[nH]c3ccccc23)C1=O)NC1CC1 (stereo not given)	-6	0.0	-1	1	-4	5	-1	-0.5	2
COc1cc(CNCCC2CCOC(C)(C)C2)ccc1O (stereo not given)	-7	-0.1	-2	-1	-4	-2	4	-1.0	0
Cc1cccc(/C(N)=N/OC(=O)c2ccc3c(c2)OCO3)c1	5	0.1	5	-3	21	9	0	1.8	0
CC(=O)N1c2ccc(S(=O)(=O)NCCC(=O)NC3CCC(C)CC3)cc2CC1C (stereo not given)	3	-0.1	1	3	i	6	-1	0.0	2
CCCNC(=O)C1CCN(S(=O)(=O)c2c(C)noc2/C=C\c2ccc(OC)cc2)CC1	-2	0.0	2	-6	-8	0	-3	1.8	0
CCOCCCNC(=O)CN1CCN(S(=O)(=O)c2ccc3c(c2)CCC3)CC1	2	0.4	-7	0	5	-15	·	·	1
CCN(CC(=O)Nc1ccccc1C(F)(F)F)C(=O)c1cccc(N2C(=O)CCC2=O)c1	1	-0.1	-7	-4	2	-8	3	-1.5	3
COc1ccc2nc(NC(=O)CC3Oc4ccccc4NC3=O)sc2c1 (stereo not given)	-4	0.1	3	-4	-6	6	-5	-1.3	0
O=C1CCC(C(=O)Nc2ccccc2N2CCCC2)=NN1	4	-0.1	9	0	17	16	0	3.2	13
CCn1ncc(/C=N\NC(=O)COc2cc(C)cc(C)c2)c1C	4	13*	5	-4	-2	-1	-4	-0.3	2
c1ccc(CN2OCC3Cn4c(nc5ccccc54)C32)cc1 (stereo not given)	1	0.2	9	2	-7	5	-2	-1.2	0
O=C(O)CSc1nnc(CNc2ccc(F)cc2)n1-c1ccccc1	1	-0.2	-7	1	7	-8	1	1.4	0
O=S(=O)(N/N=C\c1c(F)cccc1Cl)c1ccc(Cl)cc1	-4	-0.1	8	-3	2	1	1	·	2

Some of the compounds tested; the hit share may differ from the screen's.
